Tau fibril FP = blocks human tau fibril formation measured by polarization; Potency, µM (highest dose often 57.7 µM), for the others: at the top dose activity, negative = inhibition, most hits filed as inhibitors; P10636; K18 P301L tau heparin fibrillization, Alexa594 FP, 6 h; 280,000 compounds, 0.39% hits; further: on the % scale 0 is the no-effect control and ±100 the full control effect; nearly all actives have a fitted effect of over 55% in size
Target sequence (P10636 561-689 P618L limits assumed): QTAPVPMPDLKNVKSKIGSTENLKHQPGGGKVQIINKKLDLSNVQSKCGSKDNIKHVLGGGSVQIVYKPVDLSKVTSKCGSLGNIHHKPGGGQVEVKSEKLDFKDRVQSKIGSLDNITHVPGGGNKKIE
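Read-out: fluorescence polarization of Alexa 594-labeled tau (0.24 uM), 555 nm excitation, 632 nm emission. Mixtures held 15 uM unlabeled K18 P301L, compound and 20 uM heparin, pH 7 acetate buffer, incubated 6 hr at 37 C.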
Tau ThT inhib = inhibitors of human tau fibril formation, thioflavin T binding; P10636; 270,000 compounds, 2.1% hits; Potency, µM (top dose mostly 57.4 µM), for inactives: at the top dose activity, negative = inhibition, most hits filed as inhibitors; recombinant tau K18 P301L, heparin-induced fibrillization, ThT fluorescence; further: on the % scale 0 is the no-effect control and ±100 the full control effect; nearly all actives have a fitted effect of over 55% in size
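Recombinant human tau K18 fragment […] carrying P301L, 15 uM unlabeled plus 0.24 uM Alexa 594-labeled, was fibrillized with 20 uM heparin in 100 mM sodium acetate pH 7 for 6 hr at 37 C; 30 uM ThT fluorescence read after 1 hr.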
GAA inh = inhibitors of human lysosomal alpha-glucosidase. Potency, µM (top dose mostly 76.9 µM), without a hit: at the top dose activity change, negative = inhibition, usual class: inhibitors. P10253. purified human GAA, 4-MU-alpha-glucoside fluorescence. AID 1466. 200,000 compounds, 0.005% hits;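 further: plate controls were uninhibited enzyme wells for no effect and no-enzyme background for full effect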
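Fluorescence at Ex 365/Em 440 nm from 4-methylumbelliferone reported enzyme activity after 20 min at room temperature. Reactions used 4 nM enzyme and 400 uM substrate at pH 5.0; curves fitted with the Hill equation.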
aGlu spleen mod = inhibitors or activators of human alpha-glucosidase in spleen homogenate; Potency, µM (top dose mostly 79.9 µM), for inactives: top-dose activity change, negative = inhibition, most hits filed as inhibitors; human spleen homogenate, 4-MU-alpha-glucoside fluorescence; P10253; 240,000 compounds, 0.006% hits;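 further: 0% = enzyme with vehicle and -100% = no enzyme basal signal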
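Human spleen homogenate (1 ug) with 4-methylumbelliferyl-alpha-D-glucopyranoside (1 mM final) in 50 mM citrate/phosphate pH 5.0, 0.01% Tween-20; 40 min at 37 C. Stopped at pH 10; 4-MU fluorescence Ex 365/Em 440 nm; AC50 by Hill fit.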
GLA spleen mod = inhibitors or activators of human alpha-galactosidase in spleen homogenate. P06280. human spleen homogenate, 4MU-alpha-Gal fluorescence, 40 min. Potency, µM (titrated, usually from 80 µM), without a hit: at the top dose activity change, negative = inhibition, usual class: inhibitors. 240,000 compounds, 0.008% hits;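 further: 0% = enzyme with vehicle and -100% = no enzyme basal signal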
Target sequence (P06280 32-429 limits assumed): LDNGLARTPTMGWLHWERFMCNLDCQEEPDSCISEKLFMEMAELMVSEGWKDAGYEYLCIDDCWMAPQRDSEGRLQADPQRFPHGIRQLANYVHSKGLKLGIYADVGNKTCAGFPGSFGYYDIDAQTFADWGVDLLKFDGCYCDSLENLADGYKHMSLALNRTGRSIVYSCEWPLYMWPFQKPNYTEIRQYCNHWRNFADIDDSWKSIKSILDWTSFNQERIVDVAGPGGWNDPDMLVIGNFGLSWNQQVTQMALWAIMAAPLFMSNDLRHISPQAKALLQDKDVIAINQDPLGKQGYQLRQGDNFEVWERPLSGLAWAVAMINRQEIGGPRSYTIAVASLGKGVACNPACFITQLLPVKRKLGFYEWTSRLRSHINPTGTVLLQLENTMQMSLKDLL
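Human spleen homogenate (1 ug) as enzyme source, 4-methylumbelliferyl-alpha-D-galactopyranoside 1 mM final, citrate/phosphate pH 5.0 with 0.01% Tween-20. Compounds 40 min at 37C, NaOH/glycine stop; fluorescence Ex 365/Em 440, Hill-fit AC50.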
GAA glycogen mod = inhibitors or activators of human alpha-glucosidase glycogen cleavage | Potency, µM (titrated, usually from 76.4 µM), for inactives: at the highest dose activity change, negative = inhibition, most hits filed as inhibitors | recombinant GAA, glycogen substrate, Amplex Red glucose oxidase fluorescence | AID 2100 | P10253 | 300,000 compounds, 0.38% hits;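 further: 0% = full enzyme reaction and -100% = no-enzyme basal signal; the screen sought inhibitors and activators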
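Recombinant human enzyme (4 nM); glycogen substrate; 37 C, 40 min, pH 5.0. Readout: coupled glucose oxidase/Amplex Red fluorescence.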
HTT ATP protect = cytoprotection in Huntington HTT-Q103 PC12 cell model. PC12 HTT-Q103 induced, cytoprotection, ATP luminescence, 40 h. Potency, µM (doses to about 56.4 µM), for the others: cytoprotection (ATP increase), actives largely listed as activators. 230,000 compounds, 0.14% hits;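 further: % of control where 0% means no effect; nearly all actives have a fitted effect of over 45% in size; toxic huntingtin expression switched on by the ecdysone agonist tebufenozide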
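PC12 cells stably carrying ecdysone-inducible Htt exon 1 (Q103)–GFP were induced with 100 nM tebufenozide (final) alongside library compounds in a dose series. Cytoprotection was scored as retained ATP by ATPlite luminescence.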
Tau fluor counter = counter-screen for tau fibril formation inhibitors | 280,000 compounds, 0.93% hits | AID 1463 | tau K18 P301L (four-repeat tau fragment) Alexa594 fluorescence, heparin fibrillization | Potency, µM (top dose mostly 57.7 µM), for inactives: at the highest dose activity change, negative = decrease; further: on the % scale 0 is the no-effect control and ±100 the full control effect; nearly all actives have a fitted effect of over 55% in size
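Human K18 P301L tau (15 uM unlabeled plus 0.24 uM Alexa 594-labeled, final) in 100 mM sodium acetate pH 7 was mixed with compound and 20 uM heparin and incubated 6 hr at 37 C.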
Active calls of the source: *; ? = inconclusive; / = not tested or not shown; & = joins results of further samples; [ ] = dose if it differs, or a comment. The call rests on the fitted dose curve; in most records, active means well fitted curve in the direction sought with a large enough effect; inconclusive means small, poorly fitted or top-dose-only effect, or another doubt; inactive means no such curve, though single readings can be large; an effect the other way counts as inactive or inconclusive. Potency means the concentration at half of the fitted maximal effect.

Molecule,Tau ThT inhib,HTT ATP protect,GLA spleen mod,Tau fibril FP,GAA inh,GAA glycogen mod,aGlu spleen mod,Tau fluor counter
c1cncc(CNc2ccc3c(c2)OCO3)c1,?,-23.8%,4.3%,2.8%,-3.8%,17.8µM*,-1.7%,-22.4%
c1ccc(CNc2nc(N3CCN(Cc4ccccc4)CC3)nc3ccccc23)cc1,-4.1%,-2.9%[10 µM],17.2%,-10.4%,/,-3.6%,0.9%,?
Cc1cc(Nc2ccc(C)c(Cl)c2)n2nc(Cc3ccccc3)nc2n1,-11.7%,/,/,4.1%,/,10.5%[76.3 µM],/,4.1%
C/C(N)=C(/C#N)C(=O)COC(=O)CC1CCCC1,-0.9%,-20.5%[10 µM],0.1%,0.0%,-2.6%,-1.4%,0.1%,1.1%
CCCCNc1ccc(-c2nc(-c3ccccc3)no2)cc1[N+](=O)[O-],2.0%,/,/,11.3%,/,-12.0%[76.3 µM],/,-4.8%
CCN(CC)C(=O)CSc1nnnn1-c1ccc(F)c(Cl)c1,3.3%,/,-3.6%,5.4%,4.2%,9.0%,4.9%,2.4%
COc1cc(/C=N/N2CCN(C3c4ccccc4-c4ccccc43)CC2)cc(OC)c1OC,-14.5%,12.2%[10 µM],-2.2%,?,2.1%,2.9%,-3.2%,-21.0%
COc1ccc(-n2c(SCC(=O)Nc3ccccc3)nc3c(c2=O)SCC3)cc1,-14.7%,-30.4%,-7.0%,12.8%,-9.2%,-6.1%,-6.4%,-14.1%
CO[C@@H]1COC(=O)C/C=C\[C@H](C)[C@H](OC)COC(=O)[C@H]2CCCN2C(=O)C/C=C\[C@H]1C,-7.7%[11.5 µM],?,-1.4%[17.5 µM],2.9%[11.6 µM],/,/,2.1%[17.4 µM],6.4%[11.6 µM]
Cc1[nH]n(-c2ncc(-c3ccc(Cl)cc3)s2)c(=O)c1C(c1ccc(Cl)cc1)C(C#N)C#N (stereo unspecified),11.2µM*,-8.0%[10 µM],-4.5%,39.8µM*,-9.6%,-19.5%,-11.7%,?
Cc1ccc2cc(CCNC(=O)c3cccs3)c(=O)[nH]c2c1C,-14.9%,/,-2.5%,-3.4%,-4.7%,-0.8%,1.5%,-8.0%
Fc1ccccc1C(c1nnnn1Cc1ccc2c(c1)OCO2)N1CCN(Cc2ccco2)CC1 (stereo unspecified),-3.0%,3.2%[10 µM],6.5%,2.8%,-8.6%,-10.9%,4.0%,1.2%
CCCCC1=CC2=CC(=O)C(C)(OC(=O)CC)C(=O)C2=CN1CC(C)C (stereo unspecified),-5.0%[11.5 µM],-19.6%&-32.0%[10 µM],11.5%[17.5 µM],2.2%[11.6 µM],/,10.1%,3.2%[17.4 µM],-4.0%[11.6 µM]
CN(C)/C=C1\C=C(c2ccccc2)OC1=O,?,-10.0%,1.1%,?,-12.4%,12.0%,-19.0%,-11.8%
O=C(O)C/C(=C\c1ccc(Cl)cc1)c1nc2ccccc2o1,8.8%,1.0%,-5.9%,-8.4%,-14.6%,19.5%,-0.3%,7.8%

Reprinted at random: two entries already listed
Molecule,Tau ThT inhib,HTT ATP protect,GLA spleen mod,Tau fibril FP,GAA inh,GAA glycogen mod,aGlu spleen mod,Tau fluor counter
Cc1ccc2cc(CCNC(=O)c3cccs3)c(=O)[nH]c2c1C,-14.9%,/,-2.5%,-3.4%,-4.7%,-0.8%,1.5%,-8.0%
COc1cc(/C=N/N2CCN(C3c4ccccc4-c4ccccc43)CC2)cc(OC)c1OC,-14.5%,12.2%[10 µM],-2.2%,?,2.1%,2.9%,-3.2%,-21.0%

(cont.)
Molecule,Tau ThT inhib,HTT ATP protect,GLA spleen mod,Tau fibril FP,GAA inh,GAA glycogen mod,aGlu spleen mod,Tau fluor counter
COc1cc2cc(CN(Cc3cccs3)C(=S)Nc3ccccc3)c(=O)[nH]c2cc1OC,?,-21.8%[10 µM],2.9%,?,-0.6%,5.9%,-4.8%,?
CC(C)c1ccc(CNc2c([N+](=O)[O-])c(=O)oc3ccccc23)cc1,3.7%,-22.3%[10 µM],-4.7%,4.2%,-1.7%,9.0%,-0.8%,2.7%
CCOc1oc(-c2ccc(OC)cc2)nc1C(F)(F)F,3.5%,3.5%,2.2%,-1.1%,-7.6%,-8.0%,3.1%,-7.5%
CCOC(=O)c1c(C)c(C(=O)N2CCN(c3ccccc3)CC2)c(C)n1C,-12.3%,-14.1%,-14.5%,4.2%,-5.8%,?,-8.4%,-6.3%
C=CCOC(=O)C1=C[C@H](c2coc3ccccc3c2=O)[C@@H](CCCO)[C@H](OCC)O1,-0.9%,13.2%[10 µM],-6.1%,5.6%,/,-4.5%,3.9%,-0.8%
COC(=O)c1sccc1-c1ccc(C(=O)Nc2cccnc2)o1,?,-69.5%[inhibitor],-1.1%,-14.2%,-0.6%,2.4%,-7.6%,-16.9%
O=C(c1ccc2c(c1)N(Cc1ccccc1)C(=O)c1ccccc1S2(=O)=O)N1CCC(Cc2ccccc2)CC1,0.7%,/,/,-1.6%,/,12.7%[76.3 µM],/,-6.5%
CCCCCc1nnc(NS(C)(=O)=O)s1,-0.7%,-22.8%[10 µM],0.3%,-7.4%,2.2%,-8.3%,-0.7%,1.8%
CCOc1ccc(N2C(=O)CC(NNc3nc4ccccc4s3)C2=O)cc1 (stereo unspecified),?,0.0%[10 µM],-2.1%,10.2%,/,-5.4%,-4.0%,-9.7%
COC(=O)C(NC(=O)COc1ccccc1)(Nc1nc2c(s1)CCCC2)C(F)(F)F (stereo unspecified),5.5%,-8.0%[10 µM],-9.4%,0.2%,-1.8%,?,-13.3%,4.0%
COc1ccc2c(c1)[n+](=O)c(C(C)=O)c(C)n2[O-],?,-10.9%,4.5%,-7.6%,1.4%,2.2%,3.9%,-17.3%
Cc1ccc(NS(=O)(=O)c2cc(C(=O)N3CCOCC3)ccc2C)cc1C,-3.5%,-1.5%,-0.9%,-5.8%,-10.3%,-2.0%,-4.4%,-5.5%
Cc1c(NC(=O)OCCSc2nc(N(C)C)nc(N(C)C)n2)sc(=S)n1C,?,-37.2%,1.8%,4.1%,4.2%,-25.2%,2.0%,-29.9%
O=C(CSc1ccc2nnc(-c3ccncc3)n2n1)Nc1ccc2c(c1)OCO2,-6.2%,3.0%,0.3%,-3.0%,-6.4%,-12.3%,3.1%,-8.4%
CC(=O)C1(C)OC(N)=C(C#N)C(c2ccccc2)C1(C#N)C#N (stereo unspecified),?,-0.3%,-0.3%,-7.6%,-16.1%,-6.4%,1.3%,-14.4%
CCCc1cc(N2CCN(c3ccccc3)CC2)n2cnnc2n1,-12.0%,/,/,7.6%,/,7.3%[76.3 µM],/,-2.2%
CC1(C)CN(c2ccc(C(=O)c3ccccc3)cc2)C1=O,-4.9%,1.1%,-4.4%,-4.9%,3.8%,14.4%,1.8%,-9.1%
Cc1ccc(SCc2cc(=O)[nH]c(N3CCN(Cc4ccc5c(c4)OCO5)CC3)n2)cc1,0.7%,1.4%,-0.5%,2.7%,4.2%,0.7%,-2.0%,8.3%
Fc1ccc(-c2csc3[n+]2CCS3)cc1,-6.3%,?,-5.4%,-5.9%,5.4%,0.3%,-4.7%,-5.0%
CCCn1c(-c2ccc(S(=O)(=O)N3CCOCC3)cc2)csc1=Nc1ccc(OCC)cc1,-11.2%,/,/,6.5%,/,-8.3%[76.3 µM],/,-14.6%
CCN(CC)S(=O)(=O)c1ccc(N/N=C/c2ccc(OC)c(OC)c2OC)nc1,12.0%,6.3%[10 µM],-3.3%,-8.8%,-0.5%,-4.5%,-5.2%,10.7%
COc1cccc(C2(O)CCN(C(=O)C3CCC3)CC2)c1,-11.0%,1.7%[10 µM],10.8%,-1.3%,-2.2%,7.1%,-6.2%,-2.0%
CCOC(=O)C1=C(C)NC2=C(C(=O)CC(C)(C)C2)C1c1ccsc1 (stereo unspecified),-5.3%,-17.4%,12.5%,-4.5%,13.1%,0.6%,-0.8%,-10.7%
CC(C)C(=O)Nc1ncc(C(F)(F)F)cc1Cl,4.3%,-9.7%,-1.9%,-1.8%,-5.2%,11.1%,-3.5%,0.7%
Nc1nc(-c2cccs2)c(CC(=O)O)s1,-17.9%,-1.8%,-9.3%,5.8%,0.3%,-17.3%,-5.7%,-7.8%
O=C(NCC1CCCO1)c1cc2ccccc2nc1Cl (stereo unspecified),-5.4%,-19.8%,7.7%,5.2%,-9.5%,5.9%,1.6%,2.0%
CC(=O)Nc1ccc(S(=O)(=O)NC2(C(F)(F)F)C(=O)Nc3c2c(=O)[nH]c(=O)n3-c2ccc(C)c(C)c2)cc1 (stereo unspecified),-0.1%,/,/,-5.3%,/,11.4%[76.3 µM],/,-4.5%
Cc1cccc(CSC2=NCCN2C(=O)C2CC2)c1,-14.5%,-2.0%,1.3%,3.6%,-1.4%,2.3%,-2.2%,-4.9%
COc1ccc(NS(=O)(=O)c2cc(NC(=O)c3cnc(C)cn3)ccc2N2CCCCC2)cc1,-2.9%,-20.5%[10 µM],-5.4%,-16.2%,-4.1%,9.3%,-0.1%,-29.8%
CCN(CC)S(=O)(=O)c1ccc(NC(=O)CSc2nnc(-c3cccc(OC)c3)n2C)cc1,-1.2%,-7.5%,-0.3%,0.1%,0.8%,-17.4%,-4.7%,-4.8%
COc1ccc(S(=O)(=O)Nc2ccc(NC(C)=O)cc2)cc1[N+](=O)[O-],-5.4%,23.6%[10 µM],-8.1%,-4.5%,11.8%,-9.2%,5.1%,-4.1%
Cc1ccccc1NC(=O)CSc1nc2c(oc3ccccc32)c(=O)n1-c1ccccc1F,?,/,/,-17.1%,/,-13.6%[76.3 µM],/,-29.5%
COCCCNC(=O)c1cc2c(=O)n3cc(C)ccc3nc2nc1NCC1CCCO1 (stereo unspecified),-0.7%,-13.2%[10 µM],21.3%,2.7%,?,13.1%,6.3%,-2.1%

Compound activity from PubChem BioAssay.
